BoNT A protease: BoNT/A light chain protease inhibitors, primary screen, biochemical, flow cytometry, MLPCN library | multiplex microsphere protease substrate cleavage | inhibition, % at 10 µM | actives 0.17% (n = 360,000); also: plate controls were buffer without enzyme for full effect and enzyme alone for no effect
PfHsp40 yeast: rescue of yeast from PfHsp40 toxicity, primary screen, S. cerevisiae, ATP luminescence. actives 0.68% (n = 340,000). S. cerevisiae expressing PfHsp40, growth rescue. growth rescue, % at 12.5 µM; in the data active = growth rescue above about 28%, passing the limit was not always enough;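 also: yeast W303a lacking pdr1 and pdr3 grown in galactose medium; growth measured after three days at 30 °C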
BH1578 lux ind: inducers of Vibrio cholerae quorum light production without autoinducers, primary screen, BH1578 luxS cqsA deficient, single point; V. cholerae BH1578 lux reporter, luminescence, 6 h; activation, % at 18.7 µM; actives 0.16% (n = 350,000); in the data active = activation mostly above about 9.7%, no sharp cut-off; also: not every result past the cut was called active; inactives centre near 0; reference of the scale not given here
3CLpro inhibitor: SARS-CoV 3CLpro protease inhibitors, primary screen, biochemical, quenched FRET; Replicase polyprotein 1ab (Severe acute respiratory syndrome coronavirus), P0C6X7; recombinant SARS-CoV 3CLpro, quenched FRET peptide cleavage; inhibition, % at 6 µM; actives 0.14% (n = 290,000); AID 1706, 2009; in the data active = inhibition above about 12%
SSB-PriA inh: inhibitors of Klebsiella pneumoniae PriA binding to SSB C-terminal tail, primary screen, biochemical, AlphaScreen | AlphaScreen SSBct-PriA binding, biotinylated peptide | inhibition, % at 33 µM | actives 0.6% (n = 430,000); in the data active = inhibition mostly above about 37%, no sharp cut-off; inactive = mostly below about 20%;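 also: plate controls were negative control peptide for no effect and reference peptide for full effect; strong numbers were not always called active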
Yp Topo-I inh: Yersinia pestis topoisomerase I inhibitors, primary screen, biochemical, cleavage product accumulation, plate reader, single point | activity, % at 10 µM | actives 0.064% (n = 360,000) | AID 504884, 2011 | Y. pestis Topo-I cleavage product accumulation; in the data active = activity above about 50%, passing the limit was not always enough; also: inactives centre near 2
Anthrax LF prot: Bacillus anthracis LF protease inhibitors, primary screen, biochemical, multiplex microsphere, MLPCN library; AID 588501, 2011; inhibition, % at 10 µM; actives 0.12% (n = 360,000); Lethal factor (Bacillus anthracis), P15917; multiplex microsphere protease cleavage assay; also: plate controls were buffer without enzyme for full effect and enzyme alone for no effect
Target sequence (P15917 whole entry, looked up): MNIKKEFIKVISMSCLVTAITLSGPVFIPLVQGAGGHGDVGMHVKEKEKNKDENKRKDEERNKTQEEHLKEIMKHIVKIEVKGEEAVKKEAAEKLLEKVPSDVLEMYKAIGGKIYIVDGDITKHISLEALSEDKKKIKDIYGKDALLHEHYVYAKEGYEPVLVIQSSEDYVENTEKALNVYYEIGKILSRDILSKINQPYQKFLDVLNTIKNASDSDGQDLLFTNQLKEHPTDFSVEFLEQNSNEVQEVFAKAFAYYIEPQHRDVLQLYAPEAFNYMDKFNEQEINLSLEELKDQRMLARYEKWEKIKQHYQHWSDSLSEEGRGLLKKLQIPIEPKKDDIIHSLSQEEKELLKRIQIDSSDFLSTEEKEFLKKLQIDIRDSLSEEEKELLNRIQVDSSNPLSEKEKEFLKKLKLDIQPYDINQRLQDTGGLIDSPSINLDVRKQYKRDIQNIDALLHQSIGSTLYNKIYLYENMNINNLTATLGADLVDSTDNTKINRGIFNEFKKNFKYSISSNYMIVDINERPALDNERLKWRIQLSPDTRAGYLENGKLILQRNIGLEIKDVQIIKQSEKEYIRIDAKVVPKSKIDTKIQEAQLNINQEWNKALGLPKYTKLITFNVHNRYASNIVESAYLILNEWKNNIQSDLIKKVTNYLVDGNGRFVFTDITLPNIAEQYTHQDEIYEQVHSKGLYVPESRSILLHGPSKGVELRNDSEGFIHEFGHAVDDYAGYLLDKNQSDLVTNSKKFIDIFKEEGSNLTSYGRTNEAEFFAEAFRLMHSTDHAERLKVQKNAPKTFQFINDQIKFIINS
TcdB GH inh: TcdB glycohydrolase inhibitors, primary screen, biochemical, single point, plate reader; Toxin B (Clostridioides difficile), P18177; TcdB glycohydrolase enzymatic assay; inhibition, % at 9.99 µM; actives 0.24% (n = 350,000); AID 652162, 2013; in the data active = inhibition above about 10%
VHR inh abs: VHR1 phosphatase inhibitors, primary screen, biochemical, absorbance, uHTS; recombinant VHR phosphatase, pNPP absorbance; inhibition, % at 13.3 µM; actives 0.52% (n = 290,000); in the data active = inhibition above about 50%; also: some compounds called inactive have numbers as strong as hits
Target sequence (P51452 whole entry, looked up): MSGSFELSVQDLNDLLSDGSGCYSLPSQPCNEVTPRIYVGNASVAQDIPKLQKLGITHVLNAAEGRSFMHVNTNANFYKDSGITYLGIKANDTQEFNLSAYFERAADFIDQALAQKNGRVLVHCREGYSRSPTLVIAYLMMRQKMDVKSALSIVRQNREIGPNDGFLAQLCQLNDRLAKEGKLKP
CCHF vOTU inh: CCHFV vOTU protease inhibitors, primary screen, biochemical, Pep-AMC substrate, fluorescence; inhibition, % at 11.5 µM; actives 0.55% (n = 370,000); Crimean-Congo hemorrhagic fever virus L polyprotein viral ovarian tumor (vOTU) protease …; in the data active = inhibition above about 30%; also: 0% = vehicle wells with enzyme and 100% = no enzyme wells
Active calls of the source: *; i = inactive; . = not tested or not shown; & = joins results of further samples. Rule as the data show it, unless noted: active = inhibition above about 30%; inconclusive = no clear call, values can overlap the other calls; inactive = below that. An excerpt; rates above refer to the full screens.

entry	mol	BoNT A protease	PfHsp40 yeast	BH1578 lux ind	3CLpro inhibitor	SSB-PriA inh
1	COc1cc(OC)cc(-c2nn[nH]n2)c1	-0.1	-1.3	-0.6	-10	4
2	CSc1ccc(S(=O)(=O)N2CCC(C(=O)N3CCc4ccccc4C3)CC2)cc1	1.0	-0.4	-0.3	-1	-10
3	O=C(CCS(=O)(=O)c1ccc(F)cc1)Nc1nnc(-c2ccco2)o1	0.8	0.2	-1.4	.	-6
4	Cc1onc(-c2ccccc2Cl)c1C(=O)N1CCN(C(=O)c2ccco2)CC1	-0.5	1.3	-0.1	3	-16
5	NC(=O)Nc1ccc(C(=O)OCC(=O)Nc2cccc(S(=O)(=O)NC3=NCCC3)c2)cc1	-0.5	-1.4	-0.6	.	5
6	CCOC(=O)N/N=C(/C)c1ccc(N2C(=O)C3CCCCC3C2=O)cc1 (stereo unspecified)	-0.7	-1.7	-0.3	-2	.
7	COc1ccc(CN(C(=O)CNC(=O)c2ccco2)C(C(=O)NCC2CCCO2)c2ccccc2)cc1 (stereo unspecified)	-1.4	-0.3	-2.2	3	-18
8	C/C(=N\Nc1ccc(C(=O)O)cc1)c1ccc(S(=O)(=O)NCc2ccco2)cc1	.	0.7	0.2	5	.
9	O=C(CSc1nc2cc([N+](=O)[O-])ccc2n1-c1ccccc1)NCc1ccc2c(c1)OCO2	-0.2	0.2	0.0	3	-12
10	O=C(NCc1ccc(Cl)cc1)Nc1ccc(F)cc1	1.1	-0.3	i	4	-15
11	O=C(NC1CCCCC1)c1cc(-c2ccccn2)nc2ccccc12	-0.4	-0.9	i	0	-10
12	O=C(CSc1nnc(COc2ccccc2)o1)N1CCCC1	-0.6	-0.5	-0.4	-1	9
13	CCOCCCNC(=O)C(NC(=O)c1ccccc1O)c1ccccc1 (stereo unspecified)	-0.2	0.6	0.6	5	-18
14	CC(Oc1ccc(F)cc1)C(=O)Nc1sc2c(c1C(=O)NCc1cccnc1)CCCC2 (stereo unspecified)	-0.1	0.2	0.0	0	-1
15	CCCn1c(N2CCN(C(=O)N3CCCCC3)CC2)nc2ccccc21	0.5	2.1	-2.2	-9	-11

entry	Yp Topo-I inh	Anthrax LF prot	TcdB GH inh	VHR inh abs	CCHF vOTU inh
1	-1	-4	.	9	3
2	20	-5	0.0	15	-13
3	3	-4	0.9	.	26
4	7	-3	.	5	-3
5	2	0	-1.2	.	5
6	-1	-4	1.0	3	-13
7	0	-9	-0.1	-5	12
8	-6	.	-2.0	12	17
9	2	-2	0.6	33	-6
10	-4	6	1.1	63	-4
11	12	-6	0.1	26	-6
12	5	2	1.5	7	13
13	-12	-1	1.1	38	-18
14	-3	1	.	26	3
15	7	-2	.	32	-1

Remaining list, next part:
entry	mol	BoNT A protease	PfHsp40 yeast	BH1578 lux ind	3CLpro inhibitor	SSB-PriA inh
16	COc1ccc(OCC(=O)N2CCN(CC3CC4C=CC3C4)CC2)cc1 (stereo unspecified)	0.0	1.8	-17	2	-6
17	COC(=O)c1c(C)[nH]c(C(=O)/C=C/c2ccccc2Cl)c1C	-0.8	-1.4	0.1	1	-8
18	N#CC1=C(N)Oc2cc(N)ccc2C1c1ccc(Cl)cc1 (stereo unspecified)	2.8	1.3	-1.3	1	17
19	CCCCCCN=CC1=C(O)C(C(=O)OC)C(C)(C)CC1=O (stereo unspecified)	0.0	0.2	-2.8	-3	-11
20	Cc1ccc(S(=O)(=O)N(C)CC(=O)Nc2nnc(CC(C)C)s2)cc1	-2.6	0.5	1.2	4	-6
21	O=C(c1ccc(F)cc1)C(CN1CCOCC1)c1ccccc1 (stereo unspecified)	0.4	1.0	-4.5	5	-2
22	FC(F)(F)C(Oc1nc(Nc2ccc(Cl)cc2)nc(N2CCOCC2)n1)C(F)(F)F	0.3	-1.4	.	-4	-8
23	Cc1cc(C(=O)OC2CCOC2=O)c2ccccc2n1 (stereo unspecified)	0.2	-2.2	-1.5	-1	7
24	Cn1c(N)c(C(=O)/C=C/c2ccccc2)c(=O)[nH]c1=O	-1.8	1.1	-0.9	0	-4
25	CCC(C)NC(=O)CCn1c(-c2ccccc2)cc(C(C)=O)c1C (stereo unspecified)	-0.9	0.8	-0.3	0	-18
26	C=CC[C@@H](CC(=O)N[C@H](CO)Cc1ccccc1)C(=O)N[C@H](COC(=O)[C@H](CC=C)CC(=O)OC(C)(C)C)Cc1c[nH]c2ccccc12	-0.1	2.1	0.3	.	7
27	CCOc1cc2c(cc1OCC)-n1cccc1C(c1ccc(OC)c(O)c1)NC2 (stereo unspecified)	1.8	0.2	i	3	7
28	COc1ccc(CCCc2nnc(SCC(=O)Nc3cccc(C)c3)o2)cc1	-0.1	6.4	-0.9	0	-8
29	Cn1cc(P(=O)(N2CCOCC2)N2CCOCC2)cc1P(=S)(N1CCOCC1)N1CCOCC1	-0.4	-1.3	i	-1	-12
30	CCC(=O)N(C)C[C@@H]1Oc2ncc(Br)cc2C(=O)N([C@H](C)CO)C[C@H]1C	-0.2	.	-2.1	.	.

entry	Yp Topo-I inh	Anthrax LF prot	TcdB GH inh	VHR inh abs	CCHF vOTU inh
16	14	-5	.	8	-8
17	0	7	1.6	19	-13
18	-22	-5	0.6	-9	5
19	-2	0	.	17	8
20	25	0	0.8	19	1
21	2	-6	0.3	46	6
22	-9	-3	0.2	22	20
23	-4	2	.	17	-12
24	-1	-1	-1.0	19	13
25	-3	-2	.	-2	-2
26	2	-3	.	.	37*
27	13	2	-0.1	-24	5
28	27	-1	0.5	2	6
29	1	-6	1.0	20	-13
30	-4	-4	-2.9&-0.5&0.2	.	1

Quoted from above, nos. 27–28
entry	mol	BoNT A protease	PfHsp40 yeast	BH1578 lux ind	3CLpro inhibitor	SSB-PriA inh
27	CCOc1cc2c(cc1OCC)-n1cccc1C(c1ccc(OC)c(O)c1)NC2 (stereo unspecified)	1.8	0.2	i	3	7
28	COc1ccc(CCCc2nnc(SCC(=O)Nc3cccc(C)c3)o2)cc1	-0.1	6.4	-0.9	0	-8

entry	Yp Topo-I inh	Anthrax LF prot	TcdB GH inh	VHR inh abs	CCHF vOTU inh
27	13	2	-0.1	-24	5
28	27	-1	0.5	2	6

Next part
entry	mol	BoNT A protease	PfHsp40 yeast	BH1578 lux ind	3CLpro inhibitor	SSB-PriA inh
31	CCCc1cc(=O)[nH]c(SCCOC(=O)c2ccccc2)n1	-0.2	-0.2	-0.7	2	-12
32	Nc1c(C(=O)Nc2cccc(F)c2)nnn1-c1ccc2c(c1)OCCO2	-1.1	-0.7	-0.3	-7	-8
33	Cc1ccc(C2=CN(Cc3ccccc3)CCC2=O)cc1	-0.2	-0.1	-1.2	.	-15
34	CN(Cc1ccon1)Cc1cn(C)nc1-c1cccc(Cl)c1	0.1	0.5	i	2	1
35	Fc1ccc(CNc2ncnc3c2cnn3-c2ccccc2)cc1	0.1	0.2	i	-2	-17
36	CCOc1cc(C(=O)NC2CC(C)(C)NC(C)(C)C2)cc(OCC)c1OCC	-28	-2.3	-0.2	3	3
37	CCCCCC(=O)Nc1ccc2oc(-c3cccnc3)nc2c1	0.4	2.9	-0.3	3	-32
38	C=CCN(C(=O)c1ccccn1)C(C(=O)NCc1ccccc1)c1ccccc1F (stereo unspecified)	0.6	-0.1	i	10	-3
39	CCc1ccc(N(C2C=CS(=O)(=O)C2)S(=O)(=O)c2ccccc2)cc1 (stereo unspecified)	0.4	-0.3	-0.3	4	-9
40	O=C(NNC(=O)c1ccc(Cl)cc1Cl)Nc1ccccc1	-0.3	-0.5	-0.3	-7	2
41	CCOC(=O)[C@H]1[C@H]2COc3ccc(C)cc3[C@@H]2N2C(=O)CN(CC3CCCO3)C(=O)[C@@]12C (stereo partly specified)	-0.2	-0.3	-0.7	.	-42
42	Cn1nc([N+](=O)[O-])nc1Sc1ccc(Cl)cc1	-0.2	-1.1	-0.4	-5	-17
43	Cc1ccc(Cn2ccc(=O)c(OCc3c(Cl)cccc3Cl)c2C)cc1	-0.2	-0.5	-0.1	-2	-9
44	CCC1CCCCN1CCCNC(=O)c1ccc(CS(=O)(=O)Cc2ccccc2F)o1 (stereo unspecified)	0.4	-0.6	-0.7	2	0
45	COc1ccc(-c2cc3c(=O)n(CC(=O)NCc4ccccc4OC)ncn3n2)cc1	0.5	-1.5	-0.2	-4	-12

entry	Yp Topo-I inh	Anthrax LF prot	TcdB GH inh	VHR inh abs	CCHF vOTU inh
31	9	2	.	-5	7
32	1	-5	-2.1	26	-10
33	3	-5	1.7	.	5
34	0	0	-0.6	20	-12
35	-9	2	.	11	9
36	-9	-27	0.8	-9	-14
37	4	-4	.	-8	-10
38	6	3	-1.3	12	5
39	5	0	.	-11	-20
40	3	0	.	-6	-12
41	6	1	1.5	.	-11
42	1	1	.	14	6
43	29	-8	.	12	30*
44	4	-2	.	24	3
45	1	-3	0.5	13	-4

Compounds shown so far containing an NH in an aromatic ring (5):
entry	mol	BoNT A protease	PfHsp40 yeast	BH1578 lux ind	3CLpro inhibitor	SSB-PriA inh
1	COc1cc(OC)cc(-c2nn[nH]n2)c1	-0.1	-1.3	-0.6	-10	4
17	COC(=O)c1c(C)[nH]c(C(=O)/C=C/c2ccccc2Cl)c1C	-0.8	-1.4	0.1	1	-8
24	Cn1c(N)c(C(=O)/C=C/c2ccccc2)c(=O)[nH]c1=O	-1.8	1.1	-0.9	0	-4
26	C=CC[C@@H](CC(=O)N[C@H](CO)Cc1ccccc1)C(=O)N[C@H](COC(=O)[C@H](CC=C)CC(=O)OC(C)(C)C)Cc1c[nH]c2ccccc12	-0.1	2.1	0.3	.	7
31	CCCc1cc(=O)[nH]c(SCCOC(=O)c2ccccc2)n1	-0.2	-0.2	-0.7	2	-12

entry	Yp Topo-I inh	Anthrax LF prot	TcdB GH inh	VHR inh abs	CCHF vOTU inh
1	-1	-4	.	9	3
17	0	7	1.6	19	-13
24	-1	-1	-1.0	19	13
26	2	-3	.	.	37*
31	9	2	.	-5	7

Later entries.
entry	mol	BoNT A protease	PfHsp40 yeast	BH1578 lux ind	3CLpro inhibitor	SSB-PriA inh
46	Cc1ccc(C)c(Nc2nc3nonc3nc2N2CCOCC2)c1	-0.1	1.2	i	0	-10
47	O=C(CN1CCN(C/C=C/c2ccccc2)CC1)NC(=O)NC1CCCCC1	0.4	0.5	i	5	5
48	CCc1nc2ccc(C(=O)Nc3cc(-c4ccccc4)ccc3OC)cn2c1N(C)CCCc1ccccc1	-0.4	.	i	.	.
49	Cc1cccc(OCC(=O)N2CCN(c3nnc(-c4ccccc4)c4ccccc34)CC2)c1	-3.4	7.6	-0.9	0	0
50	COc1ccccc1OCCCC(=O)NC(C)c1ccccc1 (stereo unspecified)	-0.7	-2.1	i	5	4&-21
51	COc1ccc(-c2noc(CSc3nc4ccccc4c(=O)n3-c3ccc(C)cc3)n2)cc1	-0.8	-1.7	-0.3	-3	-9
52	COc1ccccc1N1CCN(C(=O)COc2cccc(C)c2C)CC1	-0.2	0.9	i	2	1
53	CC(=O)Nc1ccc2sc(C)nc2c1	0.4	-0.4	-3.7	0	-6

entry	Yp Topo-I inh	Anthrax LF prot	TcdB GH inh	VHR inh abs	CCHF vOTU inh
46	-1	-6	1.7	27	10
47	12	0	-0.5	2	-13
48	10	-6	0.9	.	14
49	14	6	0.1	13	2
50	-1	-8	0.9	26	10
51	0	-3	0.8	27	-5
52	2	-4	1.0	10	-1
53	7	-2	1.7	33	8

Assay outcomes deposited in PubChem BioAssay by several laboratories.
